GCN5L2 inh – inhibitors of human GCN5L2 histone acetyltransferase; GCN5L2 HAT assay, ThioGlo1 CoA-SH fluorescence; Potency, µM (top dose mostly 58.9 µM), without a hit: at the top dose activity change, negative = inhibition, actives largely listed as inhibitors; 0.21% of 390,000 active; AID 504327
Target sequence (Q92830 whole entry, looked up): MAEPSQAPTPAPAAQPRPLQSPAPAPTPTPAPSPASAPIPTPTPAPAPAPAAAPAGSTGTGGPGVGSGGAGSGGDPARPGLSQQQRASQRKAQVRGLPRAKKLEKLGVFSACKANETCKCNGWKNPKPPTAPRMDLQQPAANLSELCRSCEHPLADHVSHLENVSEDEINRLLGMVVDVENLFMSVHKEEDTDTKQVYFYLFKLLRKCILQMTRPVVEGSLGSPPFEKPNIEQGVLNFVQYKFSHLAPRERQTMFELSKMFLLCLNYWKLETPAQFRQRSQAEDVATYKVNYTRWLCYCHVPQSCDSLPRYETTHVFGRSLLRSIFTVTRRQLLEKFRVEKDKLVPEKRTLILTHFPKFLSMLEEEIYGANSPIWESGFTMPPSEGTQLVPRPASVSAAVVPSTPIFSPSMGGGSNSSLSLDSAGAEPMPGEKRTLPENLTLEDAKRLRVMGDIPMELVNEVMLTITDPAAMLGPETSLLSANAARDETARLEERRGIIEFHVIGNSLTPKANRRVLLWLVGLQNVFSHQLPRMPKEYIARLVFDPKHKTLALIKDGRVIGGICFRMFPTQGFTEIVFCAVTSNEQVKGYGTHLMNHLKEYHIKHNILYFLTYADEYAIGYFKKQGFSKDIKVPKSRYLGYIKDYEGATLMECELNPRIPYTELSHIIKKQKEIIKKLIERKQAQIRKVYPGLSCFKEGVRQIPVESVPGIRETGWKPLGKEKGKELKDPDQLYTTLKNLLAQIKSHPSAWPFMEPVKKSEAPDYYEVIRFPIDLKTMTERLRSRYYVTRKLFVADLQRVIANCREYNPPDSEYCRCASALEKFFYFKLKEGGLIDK
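Fluorescence readout, Ex340nm/Em540nm: ThioGlo1 (50uM final) reacts with free CoA thiol released as 20nM GCN5L2 acetylates H3(1-25) peptide (75uM) using acetyl-CoA (70uM). Compound and enzyme sat 15 min beforehand; 20 min room-temperature reaction.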
FEN1 inhibitor – inhibitors of human flap endonuclease 1; P39748; Recombinant FEN1 flap cleavage, fluorescence, 15 min; Potency, µM (doses to about 114 µM), for inactives: at the top dose activity change, negative = inhibition, most hits filed as inhibitors; 0.35% of 390,000 active; AID 588795; further: nearly all actives have a fitted effect of over 65% in size
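Concentration–response screening of FEN1 (10 nM): 15 min compound preincubation at room temperature, reaction started with 50 nM substrate and read at 0 and 15 min. Corrected, normalized data were fitted by a four-parameter Hill equation.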
N370S GC mod – N370S glucocerebrosidase modulation, Gaucher chaperone candidate. 0.092% of 330,000 active. P04062. N370S GC spleen homogenate, 4MU-glucoside fluorescence. Potency, µM (highest dose often 59.4 µM), for inactives: at the top dose activity change, negative = inhibition, usual class: inhibitors;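 further: 0% = full enzyme activity and -100% = no enzyme basal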
* = called active by the depositor; ? = inconclusive; . = no result given; & = joins results of further samples. The call rests on the fitted dose curve; in most records, active means well fitted curve in the direction sought with a large enough effect; inconclusive means small, poorly fitted or top-dose-only effect, or another doubt; inactive means no such curve, though single readings can be large; an effect the other way counts as inactive or inconclusive. Unless noted, on the % scale 0 is the no-effect control and ±100 the full control effect; potency means the concentration at half of the fitted maximal effect.

smiles | GCN5L2 inh | FEN1 inhibitor | N370S GC mod
COC(=O)c1ccccc1NC(=O)N1CCc2c(sc3c2CCCC3)C1c1ccc(F)cc1 (centres undefined) | -5% | -4% | .
CC(=O)Nc1ccc(Nc2ccc([N+](=O)[O-])cn2)cc1 | -4% | -9% | -29%
O=C(COC(=O)c1ccncc1)c1ccc(Cl)c(Cl)c1 | 27% | 2% | 10%
CC(NS(=O)(=O)c1ccc(F)cc1)C(c1cccs1)N1CCOCC1 (centres undefined) | -3% | 21% | 5%
Nc1ccc(N2CCOCC2)cc1C(F)(F)F | -3% | 1% | -14%
O=C(NCCCN1CCCCC1)C1(S(=O)(=O)c2ccc(Cl)cc2)CC1 | 1% | 3% | 0%
O=C(COC(=O)c1cc(-c2ccco2)nc2ccccc12)NCc1ccccc1 | -10% | 8% | 9%
CCCCn1c(N)c(N(CC(C)C)C(=O)CCCc2nc3ccccc3s2)c(=O)[nH]c1=O | -5% | 0% | -2%
CN=C(c1ccc([N+](=O)[O-])cc1)N1CCCCC1 | 14% | 18% | -22%
CCCc1nc(SCC(=O)NCc2ccco2)c2c(=O)n(C)c(=O)n(C)c2n1 | -9% | -3% | 6%
COc1ccccc1CC(=O)Nc1ccc2nc(N3CCC(C)CC3)cc(C)c2c1 | -3% | -1% | .
Cc1ccc(OCC(=O)N/N=C\c2cccs2)c([N+](=O)[O-])c1 | -4% | 9% | 9%
CCOC(=O)CN1CC23C=CC(O2)C(C(=O)NC2CCCCC2)C3C1=O (centres undefined) | 0% | -3% | -1%
CO[C@]12CC(COC(=O)c3cncc(Br)c3)CN(C)[C@@H]1Cc1cn(C)c3cccc2c13 (some centres undefined) | -6% | . | -3%
Cc1ccc(OCc2nnc(SCC(=O)C(C)(C)C)n2Cc2ccco2)cc1 | -6% | -14% | 12%
CN(CC(=O)Nc1ccccc1Br)C(=O)c1ccc2c(=O)n3c(nc2c1)CCC3 | 1% | 17% | .
COc1ccc(CCN(C)C(=O)COc2ccc(N(C)S(=O)(=O)c3ccc(C)cc3)cc2)cc1OC | -1% | -11% | -13%
O=C(/C=C/c1ccc2ccccc2n1)N1CCN(S(=O)(=O)c2ccccc2F)CC1 | 0% | -16% | -5%
COc1ccc(CCNC(=O)c2cc(S(=O)(=O)N3CCCCC3)ccc2Cl)cc1 | -22% | 11% | -4%
CC(C)(C)c1ccc(NC(=O)c2ccsc2)cc1 | -7% | 1% | 16%

Further structures follow:
smiles | GCN5L2 inh | FEN1 inhibitor | N370S GC mod
COCCCNC(=O)[C@H](CSCc1ccccc1)N1Cc2ccccc2C1=O | -24% | -7% | 5%
C=C(C)CC(C)(C)C | 0% | . | 1%
CC(C)c1ccc(OCc2cc(=O)n3c(-c4ccccc4)csc3n2)cc1 | -19% | 12% | .
CCOC(=O)c1ccc(NC(=O)CCS(=O)(=O)c2cccc3nonc23)cc1 | -3% | 6% | -2%
Cc1cccc(NC(=O)CSCC(=O)Nc2cccc(S(=O)(=O)N3CCCCCC3)c2)c1 | -11% | -11% | -11%
CCOc1cc(C(=O)N2CCC3(CC2)NCCc2[nH]cnc23)cc(OCC)c1OCC | -5% | -15% | -19%
COC(=O)/C(=N/Nc1ccccc1C)N1CCCc2ccccc21 | -7% | -6% | 2%
Clc1ccc(Oc2cnns2)c(Cl)c1 | -18% | -7% | .
Cc1ccc(SC(C)C(=O)Nc2c(C)n(C)n(-c3ccccc3)c2=O)cc1 (centres undefined) | 0% | -11% | -7%
COc1cccc(/C=N/Nc2nc3ccccc3[nH]2)c1OC | -7% | -2% | -2%
Cc1ccc(CNC(=O)C(=O)NCC2OCCN2C(=O)c2ccc(Cl)cc2)cc1 (centres undefined) | 1% | -1% | -13%
COC(=O)c1cccc(NC(=O)CSc2nc(C)cc(=O)[nH]2)c1 | -3% | 0% | -20%
Cc1ccc[n+](CC(=O)Nc2nc3ccccc3s2)c1 | 7% | -12% | 21%
CCN(C[C@H]1N[C@@](CC)(C(=O)OC)[C@H]2C(=O)N(Cc3ccccc3)C(=O)[C@@H]12)C(=O)Nc1ccc(Cl)cc1 | -2% | -4% | .
CC(C)N1C(=O)/C(=C\c2nc3ccccc3c(=O)[nH]2)c2ccccc21 | -6% | ? | 21%
Cc1cc(-c2ccc(C)c(S(=O)(=O)NCC3CCN(Cc4ccccc4F)CC3)c2)on1 | -3%&-9% | 0%&1% | -7%
Cc1ccc(C(=O)N2CCCC(N3CCN(c4cccc(C(F)(F)F)c4)CC3)C2)s1 (centres undefined) | -16% | ? | 3%
Cc1ccccc1NC(=O)CN1CCC(n2nnc3ccccc32)CC1 | 2% | 0% | 8%
O=C(Nc1ccc(Cl)cc1)N1CCc2ccccc2C1 | -5% | 10% | 12%
Cc1ccnc2nc(C(=O)OCC(=O)N3CCc4ccccc43)nn12 | -1% | 5% | 3%

Retrieved one by one from the list above:
smiles | GCN5L2 inh | FEN1 inhibitor | N370S GC mod
COC(=O)/C(=N/Nc1ccccc1C)N1CCCc2ccccc21 | -7% | -6% | 2%
Cc1ccc(C(=O)N2CCCC(N3CCN(c4cccc(C(F)(F)F)c4)CC3)C2)s1 (centres undefined) | -16% | ? | 3%

Look-ups from above.
Value for `Cc1cc(-c2ccc(C)c(S(=O)(=O)NCC3CCN(Cc4ccccc4F)CC3)c2)on1` under N370S GC mod: -7%
Value for `CC(C)c1ccc(OCc2cc(=O)n3c(-c4ccccc4)csc3n2)cc1` under FEN1 inhibitor: 12%
Value for `CCOC(=O)c1ccc(NC(=O)CCS(=O)(=O)c2cccc3nonc23)cc1` under FEN1 inhibitor: 6%
Value for `Cc1ccc[n+](CC(=O)Nc2nc3ccccc3s2)c1` under N370S GC mod: 21%

Continued:
smiles | GCN5L2 inh | FEN1 inhibitor | N370S GC mod
O=C(Cn1nnc2c(cnn2-c2ccc(F)cc2)c1=O)Nc1ccccc1C(F)(F)F | 13µM* | -11% | -4%
CCCCn1c(N)c(N(CCC(C)C)C(=O)C2CC(=O)N(c3ccc4c(c3)OCCO4)C2)c(=O)[nH]c1=O (centres undefined) | -1% | 4% | 4%
CC(=O)c1c(C)oc2c1cc(NS(=O)(=O)c1ccc(Cl)c(C)c1)c1ccccc12 | -3% | -9% | .
Cc1[nH]c(C)c(S(=O)(=O)NCCc2ccc(S(N)(=O)=O)cc2)c1C(=O)N1CCCC1 | -3% | -10% | 0%
NC(N)=Nc1nc2ccc(Cl)cc2c(=O)[nH]1 | 0% | -18% | -24%
Fc1cc2[nH]c(=S)[nH]c2cc1Cl | ? | -10% | 13%
CC(C)(C)c1ccccc1OCCCCN1CCCC1 | 0% | -4% | -7%
COc1cccc(N2CCN(C(=O)CN3C(=O)NC4(CCCC4)C3=O)CC2)c1 | -1% | 13% | -8%
CC1CCc2onc(C(=O)N3CCN(c4cccc(C(F)(F)F)c4)CC3)c2C1 (centres undefined) | -2% | 1% | .
O=C(Nc1cccc(-c2nc3cccnc3s2)c1)c1cccnc1Cl | -17% | -4% | -3%
Cc1cc(-c2n[nH]c(=S)n2/N=C/c2cccc([N+](=O)[O-])c2)n[nH]1 | 1% | -1% | -13%
O=C(COc1ccc2c3c(c(=O)oc2c1)CCC3)c1ccc2c(c1)OCO2 | -2% | -13% | -17%
COCCn1cnc2c1c(=O)n(CC(=O)NCC(F)(F)F)c(=O)n2Cc1ccccc1 | -12% | -2% | -4%
O=c1c(N2CCOCC2)nsn1Cc1ccccc1 | -3% | -7% | -3%
Cc1ccc(N(C)S(=O)(=O)c2ccc3[nH]c4c(c3c2)CCCC4)cc1 | -17% | -4% | .
CCCSc1nsc(NC(=O)CC)n1 | 4% | -5% | 5%
CCN(Cc1ccc(C#CCCO)cc1)CC1CCCN(CCc2cccc(OC)c2)C1 (centres undefined) | 1% | 2% | -5%
CCc1cccc2c(-c3ccccc3)nc(SCC(=O)Nc3ccccc3OC)nc12 | -6% | 7% | .
O=C(CSc1n[nH]c(-c2cccnc2)n1)OC1CCCCC1 | 3% | 1% | 20%
C=CCNc1cnn(-c2ccccc2)c(=O)c1Cl | -4% | 20% | -11%

20 entries from above, set out differently.
Second line of a record – GCN5L2 inh, FEN1 inhibitor, N370S GC mod
- Cc1ccnc2nc(C(=O)OCC(=O)N3CCc4ccccc43)nn12
 : -1%, 5%, 3%
- O=C(Cn1nnc2c(cnn2-c2ccc(F)cc2)c1=O)Nc1ccccc1C(F)(F)F
 : 13µM*, -11%, -4%
- CCCCn1c(N)c(N(CCC(C)C)C(=O)C2CC(=O)N(c3ccc4c(c3)OCCO4)C2)c(=O)[nH]c1=O (centres undefined)
 : -1%, 4%, 4%
- CC(=O)c1c(C)oc2c1cc(NS(=O)(=O)c1ccc(Cl)c(C)c1)c1ccccc12
 : -3%, -9%, .
- Cc1[nH]c(C)c(S(=O)(=O)NCCc2ccc(S(N)(=O)=O)cc2)c1C(=O)N1CCCC1
 : -3%, -10%, 0%
- NC(N)=Nc1nc2ccc(Cl)cc2c(=O)[nH]1
 : 0%, -18%, -24%
- Fc1cc2[nH]c(=S)[nH]c2cc1Cl
 : ?, -10%, 13%
- CC(C)(C)c1ccccc1OCCCCN1CCCC1
 : 0%, -4%, -7%
- COc1cccc(N2CCN(C(=O)CN3C(=O)NC4(CCCC4)C3=O)CC2)c1
 : -1%, 13%, -8%
- CC1CCc2onc(C(=O)N3CCN(c4cccc(C(F)(F)F)c4)CC3)c2C1 (centres undefined)
 : -2%, 1%, .
- O=C(Nc1cccc(-c2nc3cccnc3s2)c1)c1cccnc1Cl
 : -17%, -4%, -3%
- Cc1cc(-c2n[nH]c(=S)n2/N=C/c2cccc([N+](=O)[O-])c2)n[nH]1
 : 1%, -1%, -13%
- O=C(COc1ccc2c3c(c(=O)oc2c1)CCC3)c1ccc2c(c1)OCO2
 : -2%, -13%, -17%
- COCCn1cnc2c1c(=O)n(CC(=O)NCC(F)(F)F)c(=O)n2Cc1ccccc1
 : -12%, -2%, -4%
- O=c1c(N2CCOCC2)nsn1Cc1ccccc1
 : -3%, -7%, -3%
- Cc1ccc(N(C)S(=O)(=O)c2ccc3[nH]c4c(c3c2)CCCC4)cc1
 : -17%, -4%, .
- CCCSc1nsc(NC(=O)CC)n1
 : 4%, -5%, 5%
- CCN(Cc1ccc(C#CCCO)cc1)CC1CCCN(CCc2cccc(OC)c2)C1 (centres undefined)
 : 1%, 2%, -5%
- CCc1cccc2c(-c3ccccc3)nc(SCC(=O)Nc3ccccc3OC)nc12
 : -6%, 7%, .
- O=C(CSc1n[nH]c(-c2cccnc2)n1)OC1CCCCC1
 : 3%, 1%, 20%

Additional results:
smiles | GCN5L2 inh | FEN1 inhibitor | N370S GC mod
COc1ccc(C(=O)Nc2nnc(S(=O)(=O)N(C)c3ccc(Cl)cc3)s2)cc1OC | -11% | -18% | .
CCOC(=O)C1CCN(C(=O)c2cc3c(s2)-c2ccccc2OC3)CC1 | -29% | 1% | ?
O=C(NC(Cc1ccccc1)C(=O)O)/C(=C\c1ccco1)NC(=O)c1ccc(Br)cc1 (centres undefined) | -17% | 3% | 4%
COc1ccc(CNC(=O)COc2ccc([N+](=O)[O-])cc2)cc1 | -6% | -6% | .
COC(=O)c1nnn(-c2nonc2N)c1CSc1nnc(N)s1 | -5% | 0% | 4%
Cn1c(=O)c2c(-c3cccc(F)c3)c3c(nc2n(C)c1=O)-c1ccccc1C3O (centres undefined) | ? | . | -4%
COc1ccc(N2CCN(CC(=O)Nc3ccc(-n4cnnn4)cc3)CC2)cc1 | 1% | 11% | ?
COc1cccc(-n2cc3c(c2-c2ccccc2)c(=O)n(C)c(=O)n3C)c1 | 8% | 4% | -1%
O=Cc1ccc(OCC(=O)N2CCc3ccccc32)c(Br)c1 | -26% | -2% | -16%
CNc1nc(N(C)C)nc(N(C)C)n1 | -1% | -12% | 1%
COc1ccc(C2CC(c3c(-c4ccccc4)c4cc(Cl)ccc4[nH]c3=O)=NN2S(C)(=O)=O)cc1OC (centres undefined) | -15% | -1% | 1%
COc1ccc(NC(=O)c2ccc(-c3csc(C)n3)cc2)cc1 | -10% | 1% | -3%
CC(=O)C(Cc1ccccc1)NC(=O)CCl (centres undefined) | -2% | -11% | -4%
COC(=O)C(C)Sc1nc2c(cnn2-c2ccc(C)cc2)c(=O)[nH]1 (centres undefined) | 0% | -10% | 13%
C/C(=N\NC(=O)c1ccc2c(c1)OCCO2)c1ccccc1 | -3% | -2% | -6%
COC(=O)Cc1c(C)c2c(OCc3nn[nH]n3)cc(C)cc2oc1=O | -21% | -3% | 2%
COc1ccc(C2SCCN2S(=O)(=O)c2ccccc2)cc1 (centres undefined) | -17% | 4% | 4%
CN(C)CCCNC(=S)Nc1ccc(Br)cc1 | -4% | -11% | -4%
CCc1ccc(NC(=O)c2[nH]c(C)c(C(C)=O)c2C)cc1 | -1% | 1% | 0%
CCN1CCN(C(=O)C2c3cc(OC)c(OC)cc3C(=O)N3CCc4ccccc4C23)CC1 (centres undefined) | -11% | 3% | 3%
COc1cc(-c2nc(Cc3ccccc3Cl)no2)cc(OC)c1OC | -7% | -19% | 1%
O=C1NN(c2ccc(F)c(Cl)c2)C(=O)/C1=C\c1cccc(OC(=O)c2cccs2)c1 | -23% | -16% | -9%

Source: PubChem
